Bioassay records as filed in PubChem BioAssay.
TRPC4 PAM: TRPC4 (mouse) allosteric potentiation; HEK293 TRPC4beta/mu-opioid, DAMGO EC20, Fluo-4 Ca2+ flux; stronger effect = higher value; B-score at 10 µM; 0.42% of 310,000 active; AID 2227;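 active = B-score of calcium response area above 5 SD of library B-scores, with initial fluorescence ratio within 5 SD of library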;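 note: B-score of integrated fluorescence ratio over time as area under calcium response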
TRPC6 inhibitor: mouse TRPC6 channel inhibition. Q61143. HEK293-TRPC6, membrane potential dye, ACh-evoked depolarization; stronger effect = lower value. B-score at 10 µM. 1.1% of 310,000 active;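 active = B-score under library mean minus 3 SD, initial fluorescence not abnormally high, positive integrated signal ratio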;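 note: B-score derived from integrated fluorescence ratio over the kinetic read; more negative B-score means stronger inhibition of depolarization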
Target sequence (Q61143 whole entry, looked up): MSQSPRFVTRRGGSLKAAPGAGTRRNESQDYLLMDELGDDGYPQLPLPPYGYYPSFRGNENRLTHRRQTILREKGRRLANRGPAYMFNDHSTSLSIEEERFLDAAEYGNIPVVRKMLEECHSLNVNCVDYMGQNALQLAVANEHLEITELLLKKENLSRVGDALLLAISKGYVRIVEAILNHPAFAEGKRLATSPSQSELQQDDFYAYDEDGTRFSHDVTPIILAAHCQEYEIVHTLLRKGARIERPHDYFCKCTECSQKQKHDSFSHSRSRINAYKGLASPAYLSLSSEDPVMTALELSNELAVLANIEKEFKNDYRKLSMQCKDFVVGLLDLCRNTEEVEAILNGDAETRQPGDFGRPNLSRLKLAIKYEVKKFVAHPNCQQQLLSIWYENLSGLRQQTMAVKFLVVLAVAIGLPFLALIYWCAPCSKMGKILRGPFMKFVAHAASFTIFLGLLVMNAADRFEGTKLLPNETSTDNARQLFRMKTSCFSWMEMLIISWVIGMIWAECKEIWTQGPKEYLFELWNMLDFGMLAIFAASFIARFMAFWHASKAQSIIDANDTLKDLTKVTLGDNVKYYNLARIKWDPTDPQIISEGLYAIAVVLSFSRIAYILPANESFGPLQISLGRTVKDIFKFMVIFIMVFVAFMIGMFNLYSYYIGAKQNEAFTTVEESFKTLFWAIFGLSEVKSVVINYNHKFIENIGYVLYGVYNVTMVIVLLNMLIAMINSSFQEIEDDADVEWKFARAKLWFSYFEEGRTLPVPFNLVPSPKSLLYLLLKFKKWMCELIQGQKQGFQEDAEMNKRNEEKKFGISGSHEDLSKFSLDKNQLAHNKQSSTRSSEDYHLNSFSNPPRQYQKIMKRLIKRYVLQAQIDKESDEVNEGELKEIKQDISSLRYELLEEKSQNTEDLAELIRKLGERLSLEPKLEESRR
aSyn 5UTR inh: MLPCN primary screen, SNCA 5' untranslated region | 0.82% of 300,000 active | alpha-synuclein 5'UTR reporter, inhibitor activity | inhibition, % (tested at 7.5 µM); in the data active = inhibition above about 60%; inconclusive = no clear call, values can overlap the other calls;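 note: H4 neuroglioblastoma cells stably carrying SNCA 5'UTR luciferase fusion; 0% = DMSO wells and 100% = positive control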
TRPC4 block: inhibitors of mouse TRPC4 channel | 0.39% of 300,000 active | B-score at 10 µM | AID 2247 | HEK293 TRPC4beta/mu-opioid, DAMGO-evoked Fluo4 calcium flux; stronger effect = lower value;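 active = B-score over 3 SD under the library average, no early fluorescence shift, positive overall ratio signal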
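Test system – stable TRPC4beta/mu-opioid receptor HEK293 cells · Probe or stimulus – DAMGO, a submaximal dose followed by a maximal one · Dosing – one concentration per compound · Signal – Fluo4 calcium fluorescence by kinetic imaging, 5 s 1 Hz baseline · Evaluation – per-well B score of integrated baseline-normalized Fluo4 ratio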
MrgX1 antagonist: blocks BAM8-22 activation of human MrgX1 receptor; MRGX1-HEK293 calcium flux, Fluo-4, BAM8-22 antagonism; stronger effect = lower value; B-score at 10 µM; 1.3% of 310,000 active;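 active = calcium-response B-score plate-corrected more than 3 library SD below zero, starting fluorescence within 5 deviations, no agonist response on first addition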;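 note: peak minus trough fluorescence over baseline after final BAM8-22 challenge near maximal dose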
TRPC6 act: activators of mouse TRPC6 channel | Q61143 | HEK293-TRPC6 membrane potential dye fluorescence; stronger effect = higher value | B-score at 10 µM | 0.13% of 310,000 active | AID 2550;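 active = B-score of the integrated fluorescence ratio above library mean plus 3 SD, and starting fluorescence ratio within library mean plus 5 SD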;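 note: higher score means more depolarization so channel activation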
HIF act: HIF pathway transcriptional activation | U2OS HRE-luciferase reporter, luminescence; normalized: DMSO 0%, desferrioxamine 100% | activation, % at 7.5 µM (by protocol) | 0.32% of 300,000 active | AID 1910;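 active = mean activation of at least 10% of the iron chelator positive control signal, with at least half of replicates also reaching 10%; inconclusive = mean and replicate majority disagree about reaching 10%; inactive = mean and most replicates under 10%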
IEC-6 tox: IEC-6 cytotoxicity, counter-screen for KLF5 inhibitors; AID 1825; luminescence viability; inhibition, % at 5 µM; 0.78% of 290,000 active; in the data active = inhibition above about 22%;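 note: 0% = plate median of test compound wells and 100% = cytotoxic reference compound wells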
SKKanGAS inh: SKKanGAS growth inhibition | 1.3% of 300,000 active | inhibition, % at 7.5 µM | S. pyogenes SKKanGAS, kanamycin growth, BacTiter-Glo, 6 h;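 active = mean replicate score, as percent of positive control median, at least 50; inconclusive = mean below 50 but one replicate at or above 50; inactive = mean and every replicate below 50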;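 note: strain carries kanamycin resistance gene driven by streptokinase promoter and grows in 40 µg/ml kanamycin; loss of luminescence reflects streptokinase promoter inhibition or plain growth inhibition; 0% = median of DMSO wells and 100% = positive control at its reference dose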
KLF5 inhibitor: suppresses KLF5 promoter-driven expression; inhibition, % at 5 µM; 0.23% of 290,000 active; DLD-1 KLF5 promoter-luciferase reporter, luminescence; AID 1700;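 active = inhibition above a per-plate limit of that plate's mean compound inhibition plus 3 SD, cut at about 60% in these data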;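 note: 0% = DMSO wells and 100% = LY294002 at 200 µM; higher means less KLF5 promoter-driven luciferase light; inactives centre near -14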
TRPC4 agonist: activators of mouse TRPC4 channel; HEK293 TRPC4beta/mu-opioid, Fluo4 calcium fluorescence; stronger effect = higher value; 0.49% of 310,000 active; Q9QUQ5; B-score at 10 µM; AID 2237;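 active = B-score above 5 SD of library B-scores, and initial fluorescence ratio not above library mean plus 5 SD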;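 note: positive B-score marks a calcium rise read as TRPC4 activation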
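Material: TRPC4beta and mu-opioid receptor HEK293 stable cells | Incubation: 45 min room-temperature Fluo4 loading, 110 s read | Detection: Kinetic Fluo4 calcium fluorescence | Measure: Integrated baseline-normalised fluorescence ratio, converted to per-well B score | Benchmarks: Low control buffer alone, high control maximal DAMGO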
Starred values were filed as active, the others as inactive; i = inactive; ? = inconclusive; . = no result given. An unsorted share of the library (roughly 5.8% active in at least one column).

Compound,TRPC4 PAM,TRPC6 inhibitor,aSyn 5UTR inh,TRPC4 block,MrgX1 antagonist,TRPC6 act,HIF act,IEC-6 tox,SKKanGAS inh,KLF5 inhibitor,TRPC4 agonist
CCCC(=O)Nc1cc(OC)c(NC(=O)NC2CCCCC2)cc1OC,i,i,-7,i,-4.6*,i,0.3,-8,-10,-37,i
COc1ccc(OC)c(NC(=O)NCc2cccnc2)c1,i,i,-12,i,i,i,-0.3,9,?,-26,i
CCOC(=O)c1ccc(NCc2nc3ccccc3[nH]2)cc1,i,i,-149,i,i,i,3.0,9,-1,-41,i
O=[N+]([O-])c1ccc(-n2ccnc2)cc1,i,i,0,i,i,i,3.9,-2,-10,-23,i
OC1CCN(Cc2nc(Cc3ccccc3Cl)no2)CC1,i,i,-6,i,i,i,0.2,2,-3,-10,i
CC(C)COc1ccc(C(=O)CCN2CCCCC2)cc1,i,i,13,i,i,i,-0.2,6,-5,-24,i
OCCN1CCN(C(=S)c2ccc(Cl)c(Cl)c2)CC1,i,i,26,i,i,i,0.0,-6,-3,-10,i
CC(=O)c1c(-c2ccc(Cl)cc2Cl)noc1C,i,i,-20,i,i,i,0.4,-7,3,4,i
CCN(CC)CC(=O)c1c(N)n(Cc2ccccc2)c(=O)n(C)c1=O,i,i,1,i,i,i,0.1,-1,-4,-25,i
COC(=O)C(C(=O)OC)c1ncc(C(F)(F)F)cc1Cl,i,i,-8,i,i,i,-0.3,2,3,-2,i
COc1ccc2c(CC(=O)N[C@@H](Cc3ccccc3)C(=O)O)cc(=O)oc2c1C,i,i,-4,i,i,i,2.3,5,-4,-21,i
Cc1cccc(-n2ncc3c(N4CCC(C)CC4)ncnc32)c1,i,i,-21,i,i,i,0.6,-9,9,-115,i
CN(C(=O)CSc1nnc(-c2cccs2)o1)C1CCS(=O)(=O)C1 (stereo not drawn),i,i,18,i,i,i,0.1,-5,4,-5,i
CC(C)OCCCNC(=O)c1cn(C)c2ccc(S(=O)(=O)N3CCCC3)cc2c1=O,i,i,20,i,i,i,-0.6,1,-11,-21,i
COCCn1c(-c2ccccc2)nc2oc3ccccc3c(=O)c2c1=O,i,i,9,i,i,i,-0.5,-1,1,-12,i
CC1=C/C(=N\NC(=O)c2ccccc2)CC1,i,i,-36,i,i,i,1.1,6,-4,-25,i
C=C(C)CSc1nc2ncccc2[nH]1,i,i,-6,i,i,i,0.1,-1,-1,4,i
Cc1ccc([N+](=O)[O-])cc1N(CC(=O)Nc1ccc(S(=O)(=O)Nc2cccc(C(F)(F)F)c2)cc1)S(C)(=O)=O,i,i,14,i,i,i,-0.9,-1,?,3,i
Nc1cc(N)nc(SCC(=O)Nc2ccc3c(c2)OCCCO3)n1,i,i,-21,i,i,i,1.6,-1,-4,-45,i
CCOc1ccc2nc(NC(=O)c3ccccn3)sc2c1,i,i,80*,i,i,i,-1.3,13,81*,-34,i
O=C(CSc1ccc2nnc(-c3cccnc3)n2n1)c1ccccc1,i,i,2,i,i,i,-0.8,-4,4,-18,i
O=[N+]([O-])c1ccc(/C=N/NC(=S)Nc2ccccc2)o1,i,i,-53,i,i,i,-0.1,2,4,5,i
COc1cccc(OCc2cc(C(=O)N(C)Cc3nccn3C)no2)c1,i,i,-142,i,i,i,4.3,-4,-2,-110,i
CSc1cccc(NC(=O)CN(C)S(=O)(=O)c2ccccc2)c1,i,i,-21,i,i,i,1.1,4,24,-13,i
Cc1cccc(C(=O)N2CCN(Cc3nc4sc5c(c4c(=O)[nH]3)CCCC5)CC2)c1,i,i,28,i,i,i,0.4,-2,5,-9,i
O=C1C2C3C=CC(C4CC34)C2C(=O)N1/N=C/c1ccc(-c2ccc([N+](=O)[O-])cc2)o1 (stereo not drawn),i,i,-18,i,i,i,0.0,6,.,-8,i
CCCCCn1c(=O)c(F)cn(Cc2ccc(OC)c([N+](=O)[O-])c2)c1=O,i,i,13,i,i,i,-0.2,-1,2,12,i
CCc1noc(C)c1C(=O)N1CC(C)OC(C)C1 (stereo not drawn),i,i,5,i,i,i,0.3,5,-6,-12,i
Cc1cccc(C)c1OC(=O)CSc1nnc(-c2ccccc2O)o1,i,i,28,i,i,i,-0.2,1,8,0,i
COC(=O)C1=C(N)OC2=C(C(=O)CCC2)C1c1ccc2c(c1)OCO2 (stereo not drawn),i,i,4,i,i,i,0.2,-1,5,0,i
Cc1cc(C)c(C)c(S(=O)(=O)NCc2ccc(C(=O)N3CCCCC3)cc2)c1C,i,i,-5,i,i,i,-0.4,2,2,7,i
COc1ccc(Cl)cc1NC(=S)Nc1ccccc1C,i,i,-13,i,i,i,0.3,-6,-9,-25,i
CC(=O)Nc1ccc(S(=O)(=O)NCCc2cc3c(C)ccc(C)c3[nH]c2=O)cc1,i,i,-14,i,i,i,0.1,-4,-2,-21,i
Cc1ccc(NC(=O)CSCC(=O)Nc2nnc(C3CC3)s2)cc1,i,i,3,i,i,i,-0.6,.,0,.,i
CCCC(=O)NCCCc1nc2ccccc2[nH]1,i,i,16,i,i,i,0.0,-4,-5,-1,i
Cc1ccc(S(=O)(=O)n2nc(-n3c(C)ccc3C)c3c(F)cccc32)c2ccccc12,i,i,1,i,i,i,0.6,-4,24,-13,i
COc1cc(Cl)ccc1OCc1cc(C(=O)N(C)C2CC(C)(C)NC(C)(C)C2)no1,i,i,-13,i,i,i,-0.5,-6,-4,-12,i
COC(=O)c1ccc(COc2ccc(/C=C/C(=O)c3ccc(OC)c(CSCC(=O)O)c3)cc2OC)cc1,i,i,-12,i,i,i,-0.2,0,-12,27,i
O=C(NCCC1=CCCCC1)C1CCN(S(=O)(=O)c2ccccc2)CC1,i,i,-2,i,i,i,-0.1,-3,1,-17,i
COc1ccc(NC(=O)C2CCCN(S(=O)(=O)c3ccc4[nH]c(=O)ccc4c3)C2)cc1OC (stereo not drawn),i,i,7,i,i,i,.,4,-2,-4,i
CC1CN(c2ccccc2)CCN1C(=O)c1cc(COc2c(F)cccc2F)on1 (stereo not drawn),i,i,-12,i,i,i,-0.7,1,1,-18,i
CCn1c(C)nnc1SCC(=O)Nc1ccccc1Cl,i,i,8,i,i,i,1.5,-5,4,-47,i
O=[N+]([O-])c1ccc(-n2nnnc2-c2ccccc2)cc1,i,i,-5,i,i,i,-0.2,4,7,-23,i
CC1CCCN(C/C(O)=C(\C#N)c2nc3ccccc3[nH]2)C1 (stereo not drawn),i,i,-4,i,i,i,-0.1,-1,-5,-12,i
Cc1nc2ccccc2c(=O)n1NC(=O)Cc1ccc(Br)cc1,i,i,7,i,i,i,-0.2,1,2,-15,i
O=C(CCN1C(=O)c2ccccc2S1(=O)=O)Nc1ccccc1F,i,i,-9,i,.,i,-0.2,-6,-4,-19,i
O=C(CN1CCOCC1)N(c1ccccc1)c1ccc2ccccc2c1,i,i,-18,i,i,i,0.6,3,1,-12,i
CCn1c(SCC(=O)NC2CCCCC2)nc2c(c1=O)SCC2,i,i,6,i,i,i,0.0,-2,5,3,i
CCCc1nn2c(=O)cc(CSCC(=O)Nc3nnc(C(C)C)s3)nc2s1,i,i,19,i,i,i,-0.8,6,4,-17,i
O=[N+]([O-])c1cccc(/C=N/N2CCN(Cc3ccccc3)CC2)c1,i,i,-115,i,i,i,3.7,-5,-1,-46,i
CS(=O)(=O)c1ccc(Cl)c(NC(=O)C2CCCN(C(=O)c3ccc(Cl)cc3)C2)c1 (stereo not drawn),i,i,9,i,i,i,-1.7,.,-6,.,i
O=C1CN(C(=O)CN2CCOCC2)C(c2ccccc2)c2cc(Br)ccc2N1 (stereo not drawn),i,i,-32,i,i,i,0.0,-6,7,-10,i
O=C(COC(=O)c1ccc2[nH]c3c(c2c1)CCCC3)Nc1ccccc1Cl,i,i,5,i,i,i,0.5,8,0,-40,i
CCc1ccccc1NC(=O)Nc1ccc(F)cc1F,i,i,8,i,i,i,0.0,-1,0,-7,i
CCCn1c(N)cc(=O)n(CCC)c1=O,i,i,-11,i,i,i,0.5,8,-3,3,i
O=C(CSc1ncc(C(=O)O)n1-c1ccc(F)cc1)NCc1ccc2c(c1)OCO2,i,i,18,i,i,i,-0.6,2,0,-15,i
CCC(=O)NC1(Cc2ccc(O)cc2)CCCCC1,i,i,20,i,i,i,-0.1,-6,-2,-14,i
Cc1ccc(CS/C(Nc2ccccc2C)=C(\C#N)C(=O)NCc2ccco2)c(C)c1,i,i,3,i,i,i,0.1,-1,13,16,i
COc1ccccc1N1CCN(C2CCN(S(=O)(=O)c3ccc4ccccc4c3)CC2)CC1,i,i,24,i,i,i,-0.8,-4,8,-20,i
C/C(CC(=O)Nc1ccccn1)=N\NC(=O)c1ccc(C)cc1,i,i,-35,i,i,i,1.8,0,-2,-39,i

(next part)
Compound,TRPC4 PAM,TRPC6 inhibitor,aSyn 5UTR inh,TRPC4 block,MrgX1 antagonist,TRPC6 act,HIF act,IEC-6 tox,SKKanGAS inh,KLF5 inhibitor,TRPC4 agonist
CCCCNC(C(=O)Nc1cccc(S(=O)(=O)N2CCOCC2)c1)c1ccccc1 (stereo not drawn),i,i,3,i,i,i,-0.8,-6,1,15,i
Fc1cc2nc(-c3ccncc3)[nH]c2cc1F,i,i,-48,i,i,i,0.8,2,1,-75,i
CN(C(=O)c1cccc([N+](=O)[O-])c1)c1ccccc1C(=O)NCc1ccccc1,i,i,-3,i,i,i,0.6,2,1,-25,i
Cc1cccc(-n2c(=O)[nH]c3c(C(N)=O)nc(-c4ccccc4Cl)nc32)c1,i,i,16,i,i,i,0.1,-1,3,-13,i
CCS(=O)(=O)CCSc1nc2c(cc1C#N)CCCC2,i,i,18,i,i,i,0.4,2,-2,-10,i
Cc1ccc(C)c(NC(=O)NCc2ccccn2)c1,i,i,1,i,i,i,0.5,4,-1,0,i
Cc1ccc(S(=O)(=O)N2CCN(C(=O)COC(=O)CNC(=O)c3ccc(Cl)cc3Cl)CC2)cc1,i,i,-10,i,i,i,0.9,.,0,.,i
O=c1[nH]c(SCc2ccccc2)nc2c1sc1ccccc12,i,i,4,i,i,i,-0.2,0,4,-23,i
